LGR2 antag: inhibitors of bursicon-induced LGR2 CRE-luciferase signal, primary screen, cell-based, HEK293, CRE-luciferase reporter, bursicon stimulation; AID 720647, 2013; inhibition, % at 9.99 µM; bursicon-stimulated, 4 h; 380,000 compounds, 0.35% hits;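 active = drop in luminescence signal, shown as inhibition above about 50% in the replicate tests, limit read from the data, passing the limit was not always enough; inconclusive = probably only some replicates passing the limit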;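 note: agonist challenge used bursicon conditioned medium at about half maximal strength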
FN deposition inh: inhibitors of fibronectin matrix deposition, primary screen, AH1F cells, Alexa488-fibronectin fluorescence, plate reader. AH1F fibroblasts, overnight. inhibition, % at 12.6 µM. 350,000 compounds, 0.086% hits. AID 743247, 2014;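 active = mean inhibition across replicates of 30% or more, regardless of how many single replicates reach that level; inconclusive = mean under 30% yet at least half of replicates reach 30%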;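 note: positive control wells lacked labelled fibronectin entirely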
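material = AH1F fibroblast monolayer depositing Alexa488-labelled fibronectin into matrix | amount = 10000 AH1F cells/well | buffer or medium = DMEM plus 2% serum, read in PBS | incubation = 1 h cell adhesion before compound, then overnight fibronectin incubation | detection = fluorescence at 485 nm excitation, 525 nm emission | evaluation = percent inhibition as loss of matrix-bound fibronectin fluorescence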
* marks the source's active call; other numbers are inactive results; ? = inconclusive; · = no result given. Only part of the results is shown; rates above refer to the full screens.

Order of results – LGR2 antag | FN deposition inh
COc1ccccc1NC(=S)N(Cc1ccco1)Cc1cc2cc(C)ccc2[nH]c1=O
 : 6 | ·
O=C(CN1C2=NCCN2c2ccccc21)N1CCOCC1
 : 9 | ·
O=C(Nc1nc2ccccc2n1Cc1ccc(Cl)cc1)c1ccco1
 : 4 | ·
O=c1c2c(n3cnnc3n1C1CCCCC1)-c1ccccc1CC21CCCCC1
 : 3 | ·
NS(=O)(=O)c1ccc(NC(=S)N2CCN(c3ccccc3Cl)CC2)cc1
 : -13 | ·
C[C@@H]1CCCCO[C@@H](CN(C)C(=O)Nc2ccccc2)[C@@H](C)CN([C@@H](C)CO)C(=O)c2cc(NC(=O)Nc3ccccc3)ccc2O1
 : 12 | ·
Cc1ccc(N2CCN(CCCCN3C(=O)C4CCCN4C3=O)CC2)cc1 (stereo not drawn)
 : -14 | ·
Cc1c(C(=O)N/N=C/c2ccc(O)cc2)sc(=S)n1C
 : -16 | ·
COCCn1c(SCC(=O)N2CCc3ccccc3C2)nc2cc(Cl)ccc2c1=O
 : 13 | ·
COc1ccc(/C=N/NC(=O)c2cccc(Br)c2)cc1CSc1ccccn1
 : -4 | ·
C=CCn1c(SCC(=O)NC2CCCCC2)nnc1-c1ccc(OC)cc1
 : 4 | ·
O=C(NCCO)/C(=C\c1ccc(Br)cc1)NC(=O)c1cccs1
 : -2 | ·
COC(=O)CN1C(c2ccccc2O)Nc2ccc(Br)cc2C1c1ccccc1 (stereo not drawn)
 : 5 | ·
COc1ccc(-n2c(-c3ccc(Br)cc3)nc(=S)c3c2CCCC3)cc1
 : 18 | ·
Cc1n[nH]c(=S)n1/N=C/c1ccccc1OCc1ccc(Cl)cc1Cl
 : 2 | ·
N#Cc1ccccc1Cn1c(=O)n(CCCC(=O)NCc2ccc3c(c2)OCO3)c(=O)c2ccccc21
 : 5 | ·
Fc1ccc(COc2ccccc2C(=S)N2CCCC2)cc1
 : 3 | ·
Cc1[nH]n(-c2ccc(Cl)cc2)c(=O)c1/C=N/c1nnc(-c2ccccc2)s1
 : -19 | ·
CCC1CCC2(CC1)NC(=O)N(CC(=O)c1c(C)[nH]c3ccccc13)C2=O (stereo not drawn)
 : 3 | ·
CCn1c(-c2ccccc2O)n[nH]c1=S
 : -8 | ·
COc1ccc(NC(=O)CN2CCC3(O)CCCCC3C2c2ccccc2OC)cc1 (stereo not drawn)
 : 11 | ·
Cn1c(SCC(=O)N/N=C/c2ccc([N+](=O)[O-])s2)nnc1-c1ccc(Cl)cc1
 : 0 | ·
COc1ccc(C(=O)Nc2ccc(C(=O)Nc3nccs3)cc2)cc1[N+](=O)[O-]
 : 4 | ·
COc1ccccc1Oc1c(C)oc2c(CN3CCN(C)CC3)c(O)ccc2c1=O
 : 3 | ·
C/C(=N\O)C(=O)NCCN(C)C
 : -6 | ·
CCNC(=S)NNC(=O)c1ccccc1Cl
 : 1 | ·
O=C1/C(=C/c2cccnc2)SC(=S)N1C1CCS(=O)(=O)C1 (stereo not drawn)
 : ? | ·
CN1CCN(c2ccccc2NC(=O)c2ccc(-c3cccc([N+](=O)[O-])c3)o2)CC1
 : -12 | ·
Cc1ccc2nc(-c3ccco3)c(Nc3ccccc3)n2c1
 : -22 | ·
Cc1ccc2c(C)c(C(=O)Nc3c(C)n(C)n(-c4ccccc4)c3=O)oc2c1C
 : -24 | ·
Cc1ccc(C)c(NC(=S)NC(NC(=O)OCc2ccccc2)C(Cl)(Cl)Cl)c1 (stereo not drawn)
 : -12 | ·
CC(=O)N1N=C(N)SC1c1cccc([N+](=O)[O-])c1 (stereo not drawn)
 : 1 | ·
O=C(O)/C=C\c1cccc(-n2cnnn2)c1
 : -7 | ·
Cc1ccccc1NS(=O)(=O)c1ccc(OCC(=O)NCc2cccnc2)cc1
 : -21 | ·
CCOC(=O)c1nc2ccccc2nc1C
 : -11 | ·
CC(C)C(=O)NC(NC(=S)Nc1ccc(S(N)(=O)=O)cc1)C(Cl)(Cl)Cl (stereo not drawn)
 : -8 | ·
COc1ccc(C(=O)C(CCC(CNC(C)(C)C)C(=O)c2ccc(OC)cc2)CNC(C)(C)C)cc1 (stereo not drawn)
 : ? | ·
O=C(N/N=C1/CC(c2ccccc2)Oc2ccccc21)C1CC1 (stereo not drawn)
 : -3 | ·
Cc1ccc(-c2cn3cc([N+](=O)[O-])ccc3n2)cc1
 : 67* | ·
Cc1ccccc1C(=O)NN1CCOCC1
 : -4 | ·
CCn1ncc(Br)c1C(=O)Nc1cc(C)cc(C)c1
 : 2 | ·
C/C(N)=C(/C#N)C(=O)COC(=O)c1ccccc1O
 : 30 | ·
C[C@@H]1CCCCO[C@@H](CN(C)C(=O)c2ccccc2)[C@@H](C)CN([C@@H](C)CO)C(=O)c2cc(NC(=O)Nc3ccc4c(c3)OCO4)ccc2O1
 : -22 | ·
C[C@H]1CCCCO[C@@H](CN(C)CC2CCCCC2)[C@@H](C)CN([C@@H](C)CO)C(=O)c2cc(NC(=O)c3ccncc3)ccc2O1
 : -2 | ·
CCCCC(=O)Nc1ccc(NC(=S)NC(=O)CCCCl)cc1OC
 : 12 | ·
Cc1ccc(NC(=S)NN(C)c2nc(C)cnc2C)cc1
 : 8 | ·
CC(Cc1ccccc1)NC(=O)/C=C/c1ccc([N+](=O)[O-])cc1 (stereo not drawn)
 : -35 | ·
COc1ccc(NC(=O)CCN2C(=O)C3CC=C(Cl)CC3C2=O)cc1 (stereo not drawn)
 : -24 | ·
CSC1=C(C#N)C(c2ccccc2Cl)C(C(=O)c2cccs2)C(O)(C(F)(F)F)N1 (stereo not drawn)
 : 9 | ·
O=[N+]([O-])c1ccccc1NCCNS(=O)(=O)c1ccc(Cl)cc1
 : 5 | ·
Cc1ccc(NC(=O)COC(=O)Cn2cnc3ccccc32)cc1S(=O)(=O)N(C)C
 : -7 | ·
Cc1c(NC(=O)OCCNC(=O)COc2ccc(Cl)cc2Cl)sc(=S)n1C
 : -8 | ·
COc1ccc(-n2c(C)cc(C(=O)CN3C(=O)NC4(CCc5ccccc54)C3=O)c2C)cc1 (stereo not drawn)
 : 14 | ·
CCOc1cc(/C=N/NC(=O)C(=O)NCCCOC(C)C)cc(Br)c1O
 : -16 | ·
COc1ccc(-c2cc(C(F)(F)F)n3nc(C(=O)NCc4ccco4)cc3n2)cc1
 : 3 | ·
COc1ccc(C(=O)NCC2CCCO2)cc1 (stereo not drawn)
 : -13 | ·
COc1cccc(-c2nnc(SCc3nc4ccccc4[nH]3)n2N)c1
 : -21 | ·
Cc1ccc(NC(=O)CSCC(=O)NC2CCCCC2)cc1
 : -19 | ·
O=C(Nc1ccccc1C(=O)OCC(=O)c1c[nH]c2ccccc12)c1ccco1
 : -21 | ·
Oc1ccc(-c2nc3c4c(ncn3n2)-c2ccccc2CC42CCCC2)cc1
 : 0 | ·

The listing continues:
Order of results – LGR2 antag | FN deposition inh
Cc1noc(C)c1S(=O)(=O)N(C)C[C@H]1Oc2ccc(NC(=O)CCCN(C)C)cc2C(=O)N([C@H](C)CO)C[C@@H]1C
 : 8 | ·
COC(=O)CN(c1ccc(F)cc1)S(=O)(=O)c1ccc2c(c1)OCCO2
 : -1 | ·
O=C(NCCC1=CCCCC1)C1CCN(S(=O)(=O)c2cccc3nonc23)CC1
 : -6 | ·
CCOC(CNc1c([N+](=O)[O-])c(=O)n(C)c(=O)n1C)OCC
 : 7 | ·
COc1nn(-c2nc(-c3ccccc3)cc(C(F)(F)F)n2)cc1[N+](=O)[O-]
 : 15 | ·
COc1cccc(OC)c1C(=O)Nc1ccc(Cc2ccncc2)cc1
 : 0 | ·
Cc1noc(C)c1NC(=O)N(C)C[C@@H]1OCCCC[C@H](C)Oc2ccc(NC(=O)Nc3ccccc3)cc2C(=O)N([C@@H](C)CO)C[C@H]1C
 : -6 | ·
CCOc1cc(/C=N\NC(N)=O)cc(Br)c1OC(C)C
 : 0 | ·
COc1ccc(NC(=O)N(C)C[C@H]2OCCCC[C@H](C)Oc3ccc(NC(=O)C4CCCCC4)cc3C(=O)N([C@H](C)CO)C[C@H]2C)cc1
 : 4 | ·
NC(CSC12CC3CC(CC(C3)C1)C2)C(=O)O (stereo not drawn)
 : 0 | ·
C[C@H](CO)N1C[C@H](C)[C@@H](CN(C)C(=O)Nc2ccc(C(F)(F)F)cc2)Oc2c(NC(=O)Nc3cccc4ccccc34)cccc2C1=O
 : 38 | ·
Cc1cccc(NC(=O)C2(C)CC3c4ccccc4C2c2ccccc23)c1C (stereo not drawn)
 : 15 | ·
Cc1ccc(Cn2c(C(=O)O)cc3sccc32)cc1
 : -13 | ·
CCOc1ccc(/C=C2\SC(N3CCc4ccccc4C3)=NC2=O)cc1
 : -35 | ·
CCOC(=O)C1=NN(c2ccccc2)C2=NC(C)=C(C(=O)OC)C(c3ccc(C)cc3)N12 (stereo not drawn)
 : 6 | ·
Cc1ccc(Cl)cc1NC(=O)C(Cc1ccccc1)N1C(=O)C2C3CCC(C3)C2C1=O (stereo not drawn)
 : 32 | ·
O=C(OC1C2CCC1C1CN(CCc3ccccc3)CC12)c1ccccc1 (stereo not drawn)
 : 11 | ·
CCOC(=O)c1c(NC(=O)c2ccc(Cl)cc2)csc1C
 : 12 | ·
CCCN(C)C[C@@H]1OCCCC[C@@H](C)Oc2ccc(NS(=O)(=O)c3ccc(OC)cc3)cc2C(=O)N([C@@H](C)CO)C[C@@H]1C
 : 1 | ·
CC(=O)N(C)C[C@@H]1Oc2ccc(N)cc2CC(=O)N(C)C[C@H]1C
 : · | -1
CNC[C@@H]1Oc2ccc(NC(C)=O)cc2C(=O)N(C)C[C@@H]1C
 : · | -5
CC(=O)c1cc(F)c(N2CCOCC2)cc1C
 : · | -1
C[C@@H]1CC=CCCNC(=O)[C@H](C)N(C)C(=O)c2ccccc2O1 (mixture of isomers)
 : · | -2
CCOC1Cc2ccccc2N(C(N)=O)c2ccccc21 (stereo not drawn)
 : · | -1
COCC(=O)N1C[C@H](C)[C@@H](OC)CN(C)C(=O)c2cc(NS(C)(=O)=O)ccc2OC[C@H]1C
 : · | 8
COc1ccc2c3c(n(C)c2c1)[C@@H](CO)NCC31CN(S(=O)(=O)c2ccc(C)cc2)C1
 : · | 5
CC(C)NC(=O)Nc1cccc2c1O[C@H](CN(C)C(=O)OC(C)(C)C)[C@@H](C)CN(C)C2=O
 : · | -3
C[C@@H]1CN([C@@H](C)CO)C(=O)c2c(c3ccccc3n2C)-c2ccccc2CO[C@H]1CN(C)CC1CCCCC1
 : · | 0
CC(=NCCc1ccccc1)C1=C(O)CCC1=O
 : · | 9
CC(C)[C@@H]1COCc2cn(nn2)CC[C@@H](Cc2ccc(Cl)cc2)C(=O)N1
 : · | -3
CN(C)CC(=O)N1[C@H](C#N)[C@H](c2ccccc2-c2ccc(C(=O)N(C)C)cc2)[C@H]1CO
 : · | 2
C[C@H]1CC(=O)N[C@H](c2ccccc2)C/C=C\C[C@@H](c2ccc3c(c2)OCO3)NC1=O
 : · | -6
CC(=O)N(C)C[C@@H]1Oc2ncccc2C(=O)N(C)C[C@@H]1C
 : · | -10
COc1ccc2c3c(n(C)c2c1)[C@@H](CO)N(C(=O)C1CCOCC1)CC31CN(C(=O)Nc2cccc(F)c2)C1
 : · | 5
CCCNC(=O)N1CC[C@@H]2[C@@H](CO)N(C)c3ccc(C#Cc4ccccc4F)cc3[C@@H]21
 : · | -31
O=C(O)C[C@@H]1C[C@@H]2c3cc(NC(=O)C4CCOCC4)ccc3O[C@@H]2[C@@H](CO)O1
 : · | 3
O=C1NCCOCn2nncc2CC[C@H]1Cc1cccc(Cl)c1
 : · | -3
C[C@H]1C/C=C\C[C@H](c2ccc3c(c2)OCO3)NC(=O)[C@H](c2ccccc2)CC(=O)N1
 : · | -8
O=C(CN1CCN(CCN2C(=O)c3cccc4cccc(c34)C2=O)CC1)c1ccc(F)cc1
 : · | 5
O=C(O)C1CC(=O)N(Cc2ccccc2)C1 (stereo not drawn)
 : · | 15
CC(=O)Nc1ccc(OC(=O)c2ccco2)cc1
 : · | 3

Assay outcomes from PubChem.
